NOD1 inhibition: inhibition of NOD1-driven NF-kB reporter – cell-based, luminescence, uHTS, primary screen (AID 1578). NOD1-driven NF-kB luciferase reporter cells, luminescence; higher % means a stronger effect. one-dose inhibition, % at 4 µM; EC50 in µM for titrated hits. 290,000 compounds, 1% hits; in the data active = inhibition mostly above about 36%, no sharp cut-off; inactive = mostly below about 34%;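 also: HEK-293T reporter cells stimulated with the NOD1 agonist gamma-tri-DAP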
GPR55 LPI antagonism: inhibition of LPI-stimulated GPR55 beta-arrestin translocation – imaging, U2OS, beta-arrestin-GFP, LPI agonist, primary screen (AID 2013); inhibition, % at 10 µM, or IC50 in µM where a hit was titrated; 290,000 compounds, 0.13% hits; U2OS GPR55 beta-arrestin-GFP translocation imaging, LPI antagonism; higher % means a stronger effect;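 active = spots per cell inhibited over 60%, with over 100 cells counted and total cytoplasm intensity under 500,000; inconclusive = wells with under 100 cells, flagged as likely toxic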;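 also: U2OS cells stably carrying GPR55 and arrestin-GFP stimulated by 5 µM LPI near EC80; imaged beta-arrestin-GFP aggregate spots per cell after agonist stimulation; plate controls were LPI-stimulated DMSO wells for no effect and DMSO wells without LPI for full effect; some results filed as inactive read as strong as hits; confirmed hits need IC50 under 10 µM and bright autofluorescent wells are also inconclusive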
West Nile virus CPE: West Nile virus antiviral activity, cell-based, CPE readout (AID 1621); West Nile virus-infected cells, CPE inhibition; higher % means a stronger effect; CPE inhibition, % at 10 µM; hits with a dose series show IC50 in µM; 290,000 compounds, 0.02% hits; in the data active = a potency from the dose series; inconclusive = CPE inhibition mostly from about 3.7% at the one dose, without a potency; inactive = the rest, 99 in 100 with CPE inhibition below about 2.2%; also: strong numbers were not always called active
KOR beta-arrestin-1: KOR agonists, beta-arrestin recruitment, primary screen, cell-based, luminescence, uHTS (AID 1777); KOR beta-arrestin recruitment, luminescence; higher % means a stronger effect; activation, % at 10 µM; hits with a dose series show EC50 in µM; 280,000 compounds, 0.02% hits; in the data active = activation above about 50%, passing the limit was not always enough; also: a part of the inactive calls stands beside numbers as strong as those of hits
HIV fusion peptide: inhibitors of HIV fusion peptide binding, primary screen, biochemical, uHTS, fluorescence dequenching (AID 1986); cell-free peptide binding, fluorescence dequenching, 30 min; higher % means a stronger effect; 290,000 compounds, 0.3% hits; inhibition, % at 20 µM, or IC50 in µM where a hit was titrated; in the data active = inhibition mostly above about 52%, no sharp cut-off; inactive = mostly below about 76%; also: some results filed as inactive read as strong as hits
KOR beta-arrestin-2: KOR antagonists, beta-arrestin recruitment, cell-based, luminescence, uHTS (AID 1778); KOR beta-arrestin recruitment, luminescence, antagonist mode; higher % means a stronger effect; 290,000 compounds, 0.091% hits; inhibition, % at 10 µM, or IC50 in µM where a hit was titrated; in the data active = inhibition above about 50%; also: strong numbers were not always called active
GPR55 activation: GPR55 agonists via beta-arrestin recruitment, primary screen, imaging, U2OS cells, beta-arrestin-GFP redistribution (AID 1961); U2OS GPR55 beta-arrestin-GFP redistribution imaging; higher % means a stronger effect; activation, % at 10 µM; hits with a dose series show EC50 in µM; 290,000 compounds, 0.048% hits;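 active = activation above 40% with more than 50 cells counted in the well; inconclusive = wells holding fewer than 50 cells, flagged as toxic or sparse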;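 also: U2OS osteosarcoma cells stably expressing GPR55 and beta-arrestin-GFP; plate controls were DMSO negative control for no effect and LPI positive control for full effect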
NS5 inhibitors: flavivirus cap methylation enzyme inhibition – biochemical, confirmation dose response, primary screen (AID 588689) | Dengue-2 NS5 methyltransferase capping enzyme assay, biochemical; higher % means a stronger effect | inhibition, % at 25 µM, or IC50 in µM where a hit was titrated | 340,000 compounds, 0.3% hits; in the data active = a potency from the dose series; inconclusive = inhibition above about 29% without an active follow-up result
GPR35 arrestin U2OS: GPR35 antagonists blocking zaprinast-driven arrestin recruitment, primary screen, imaging, U2OS, beta-arrestin-GFP, zaprinast agonist (AID 2058); 290,000 compounds, 0.052% hits; inhibition, % at 10 µM, or IC50 in µM where a hit was titrated; U2OS GPR35 beta-arrestin-GFP translocation imaging, zaprinast antagonism; higher % means a stronger effect;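 active = inhibition of at least 50% with at least 30 cells and total cytoplasm GFP at most 10,000,000; inconclusive = under 30 cells or total GFP of 10,000,000 plus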
NS5 inhibitors pilot replicate: recorded beside NS5 inhibitors, whose call it bears; inhibition, %; measured here: pilot screen replicate inhibition
Active calls of the source: *; ? = inconclusive; nt = no result given; [ ] = another dose, or the depositor's remark.

SMILES | NOD1 inhibition | GPR55 LPI antagonism | West Nile virus CPE | KOR beta-arrestin-1 | HIV fusion peptide | KOR beta-arrestin-2 | GPR55 activation | NS5 inhibitors | GPR35 arrestin U2OS | others
Cc1ccc(CC2CC(=O)N(CCc3ccccc3)C2=O)cc1 (stereo unspecified) | -23.7% | 5.4% | -0.5% | -2.2% | -1.9% | -5.6%[20 µM] | 0.6% | 1.5% | -1.1%
Cc1ccnc(NS(=O)(=O)c2ccc(NC(=O)C3C4C=CC(C4)C3C(=O)O)cc2)n1 (stereo unspecified) | -29.7% | 9.6% | 0.8% | -2.3% | 1.2% | -40.5% | 0.1% | -11.7% | -16.2%
CCOC(=O)c1c(-c2ccccc2)oc2ccc(OC(C)C(=O)O)cc12 (stereo unspecified) | -7.1% | 6.0% | 0.4% | -0.1% | 1.8% | 37.3% | -0.1% | -1.5% | -7.0%
COc1ccc(NC(=O)C2CCCN(S(=O)(=O)c3c(C)n[nH]c3C)C2)cc1 (stereo unspecified) | -17.4% | 11.2% | 0.3% | -3.4% | -1.7% | 5.4% | 0.0% | -7.2% | 3.7%
CCc1cccc(NC(=O)C(NC(=O)C2CCCCC2)C(C)C)c1 (stereo unspecified) | -18.1% | 6.8% | -0.2% | -1.2% | 1.3% | -9.6% | 0.0% | 1.6% | 0.3%
Cc1cc(-c2ccccc2)n(-c2cc(N/N=C/c3ccccc3O)ncn2)n1 | -15.0% | 0.5% | ? | 5.0% | 0.1% | -58.8% | 0.2% | -9.0% | -20.4%
CCS(=O)(=O)N1Cc2ccccc2CC1C(=O)Nc1ccc(F)c(F)c1 (stereo unspecified) | -29.1% | -0.8% | -0.5% | -3.9% | -0.7% | 2.0% | 0.1% | 4.1% | -1.6%
O=C1c2cccc3cccc(c23)C(=O)N1CCN1CCN(CC(O)COc2ccccc2)CC1 (stereo unspecified) | -25.8% | 14.9% | ? | 3.9% | -1.6% | 8.1% | -0.2% | 1.3% | -14.8%
CC(C)(C)OC(=O)NCCc1nnc(SCc2ccc(Cl)cc2)o1 | 6.2% | 7.7% | -1.0% | -1.6% | 0.5% | 12.4% | 0.0% | -1.9% | 11.7%
Cc1ccccc1CC1SC(N)=NC1=O (stereo unspecified) | -3.5% | 9.8% | 0.1% | -1.8% | 0.8% | -21.1%[20 µM] | -0.1% | -5.4% | -2.1%
CS(=O)(=O)N(CC(=O)N1CCOCC1)c1cccc(Cl)c1Cl | -8.4% | 12.6% | -0.1% | 8.0% | -1.8% | -15.7% | -0.3% | -3.4% | 0.8%
O=C(Nc1cccc(Cl)c1N1CCCCC1)c1ccc(N2CCOCC2)c([N+](=O)[O-])c1 | -36.3% | -10.5% | 0.1% | 6.6% | 0.1% | 0.1% | 0.2% | 0.7% | 9.1%
COc1cccc(-c2c[nH]c(=O)[nH]c2=O)c1 | -6.8% | 7.9% | -0.7% | 0.5% | 2.5% | 3.8%[20 µM] | 0.2% | -10.7% | 2.4%
NC1(N)OC(CN2C(=O)c3ccccc3C2=O)CS1 (stereo unspecified) | -11.3% | 11.0% | -0.1% | -2.0% | -2.1% | -4.0% | 0.2% | -5.5% | 19.1%
CCOC(=O)CC1=C(C(=O)OCC)C(c2cc(OC)c(OC)cc2OC)C(C#N)=C(N)O1 (stereo unspecified) | -5.6% | 19.6% | ? | 2.0% | 1.9% | -6.0% | -0.1% | 1.9% | 13.1% | NS5 inhibitors pilot replicate=-3.6
C=CCN1C(=O)CSc2ccc(C(=O)NC3CCCCC3)cc21 | -28.3% | 10.9% | -0.2% | 3.0% | 0.3% | -19.0% | 0.2% | -3.5% | -3.6%
COc1ccc(C(NC(C)=O)c2c(O)ccc3ccccc23)cc1OC (stereo unspecified) | -6.3% | -14.1% | -1.1% | -1.2% | 0.3% | 3.9% | 0.1% | -3.7% | 20.5%
Cc1ccccc1C(=O)Nc1cccc(NC(=O)c2cccnc2)c1 | -12.4% | -15.6% | -0.8% | -3.6% | 1.7% | -27.8% | 0.7% | -8.7% | 1.5%
Cc1ccc2c(C)c(C(=O)Nc3ccc(S(N)(=O)=O)cc3)oc2c1C | -14.3% | -5.3% | -0.8% | -0.8% | -0.6% | -41.8%[20 µM] | -0.1% | -5.0% | -3.7%
COc1cccc(NC(=O)CNC(=O)c2ccc(F)cc2)c1 | -20.4% | 7.4% | 1.9% | -3.9% | 0.4% | 8.7% | -0.1% | 3.5% | -4.0%

Three compounds picked at random from the list so far:
SMILES | NOD1 inhibition | GPR55 LPI antagonism | West Nile virus CPE | KOR beta-arrestin-1 | HIV fusion peptide | KOR beta-arrestin-2 | GPR55 activation | NS5 inhibitors | GPR35 arrestin U2OS | others
O=C(Nc1cccc(Cl)c1N1CCCCC1)c1ccc(N2CCOCC2)c([N+](=O)[O-])c1 | -36.3% | -10.5% | 0.1% | 6.6% | 0.1% | 0.1% | 0.2% | 0.7% | 9.1%
NC1(N)OC(CN2C(=O)c3ccccc3C2=O)CS1 (stereo unspecified) | -11.3% | 11.0% | -0.1% | -2.0% | -2.1% | -4.0% | 0.2% | -5.5% | 19.1%
C=CCN1C(=O)CSc2ccc(C(=O)NC3CCCCC3)cc21 | -28.3% | 10.9% | -0.2% | 3.0% | 0.3% | -19.0% | 0.2% | -3.5% | -3.6%

(further entries)
SMILES | NOD1 inhibition | GPR55 LPI antagonism | West Nile virus CPE | KOR beta-arrestin-1 | HIV fusion peptide | KOR beta-arrestin-2 | GPR55 activation | NS5 inhibitors | GPR35 arrestin U2OS | others
COc1ccc(NC(=O)CN(C)C(=O)c2ccc(=O)[nH]c2)cc1 | 23.5% | -2.6% | ? | 0.7% | -0.4% | -14.4% | 1.2% | 0.0% | 0.5%
C/C=C/C=C\C(=O)Nc1cccc(C2=NOC3(C2)C[C@@H](C(N)=O)N(C(=O)/C(C)=C/C)C3)c1 (stereo partly specified) | 7.0% | 2.7% | 0.6% | -1.2% | 3.2% | 22.6% | -0.1% | -7.6% | 19.0%
Cc1nn(Cc2ccc(C(=O)N3CCN(C(=O)c4ccco4)CC3)o2)c(C)c1[N+](=O)[O-] | -22.1% | 1.6% | -0.6% | 1.1% | 0.2% | 9.8% | 0.0% | 0.7% | 5.7%
CN(c1cccc(NC(=O)c2ccc(C(C)(C)C)cc2)c1)S(C)(=O)=O | -7.8% | -1.6% | -0.9% | 4.9% | 0.1% | -32.4% | 0.3% | -7.0% | 1.5%
Cc1ccc(C)c(N2CCN(S(=O)(=O)c3c(C)[nH]c(C)c3C(=O)N3CCCC3)CC2)c1 | -13.7% | 27.5% | -1.7% | 1.6% | 0.8% | -40.3% | -0.1% | 6.4% | -5.1%
COc1cc(C(C)=O)ccc1Oc1ncccn1 | -12.3% | -4.0% | -0.5% | 0.5% | -0.1% | 18.8% | -0.1% | 13.3% | -13.3%
COc1ccccc1CNC(=O)C1CCN(S(=O)(=O)N2CC(C)CC(C)C2)CC1 (stereo unspecified) | -11.6% | -6.8% | -0.3% | -0.7% | -3.4% | 8.6% | 0.0% | 1.0% | -1.0%
O=C1CC(N2CCC(c3nc4ccccc4[nH]3)CC2)C(=O)N1c1cccc(F)c1 (stereo unspecified) | -11.4% | 13.5% | -0.5% | -3.3% | -0.7% | -16.9% | 0.0% | -0.7% | 19.0%
Cc1oc(C(C)(C)C)cc1C(=O)Nc1ccc2c(c1)OCCO2 | -4.7% | -0.5% | nt | 12.7% | -2.8% | -62.2% | 0.1% | -6.4% | 9.4%
Cc1ccc(C)c(S(=O)(=O)N2CCN(C(=O)c3ccnn3C)CC2)c1 | -14.0% | 18.5% | -0.5% | 4.0% | -0.2% | -7.3% | 0.4% | -4.8% | 5.0%
O=C(COC(=O)[C@H](Cc1ccccc1)N1C(=O)c2ccccc2C1=O)Nc1ccc2c(c1)OCO2 | -11.5% | -4.1% | -0.2% | -0.9% | -1.1% | 12.7% | -0.1% | -11.7% | -16.8%
COc1ccc(OC)c(NC(=O)CCc2nnc3ccc(N4CCC(C)CC4)nn23)c1 | -13.4% | 2.5% | 0.0% | 2.9% | -3.1% | -17.6% | -0.1% | -3.5% | -12.1%
CC1(C)C([N+](=O)[O-])C(c2ccc(F)cc2)NC(c2ccc(F)cc2)C1[N+](=O)[O-] (stereo unspecified) | 7.5% | 5.9% | -0.8% | -0.5% | 0.4% | 22.8% | 0.6% | -8.6% | -0.2%
COc1cccc(/C(C)=N/NC(=O)c2cc(-c3cccnc3)nc3ccccc23)c1 | -22.6% | 1.8% | -0.8% | -5.1% | 0.2% | -19.1% | 0.8% | -5.4% | 10.5%
COCCOc1ccc(C(F)(F)F)cc1NC(=O)COC(=O)C12CC3CC(CC(O)(C3)C1)C2 | -11.6% | 6.7% | -0.3% | 2.3% | 1.3% | 2.5% | -0.1% | 1.9% | -0.3%
O=C(CC(c1ccccc1)c1ccco1)N1CCOCC1 (stereo unspecified) | -24.1% | -0.8% | 0.0% | -3.3% | 1.5% | -24.6% | 0.3% | -4.1% | -4.1%
COc1ccc(O)c(/C=N/NC(=O)c2ccc(OCc3cccc(Br)c3)cc2)c1 | 62.8% | 15.9% | ? | 3.2% | 0.0% | -14.4% | -0.1% | 6.3% | 13.4%
CCCOc1ccc(CC(=O)NNC(=S)Nc2ccccc2)cc1Br | -33.2% | 1.0% | -0.5% | 8.1% | -0.8% | 2.5% | 0.2% | 1.2% | -12.9%
O=C(COC(=O)[C@@H]1CC(O)CN1S(=O)(=O)c1ccc2c(c1)OCCO2)NCc1ccc(F)cc1 (stereo partly specified) | -38.6% | -0.5% | -0.2% | -1.8% | -0.2% | 22.5% | -0.4% | -13.9% | -1.5%
Cc1ccc(-n2c(O)c(C=NCc3ccccn3)c3ccccc3c2=O)cc1 | -5.7% | 20.6% | -0.4% | 4.5% | 2.7% | -23.1% | -0.2% | -1.8% | -9.1%
Cc1ccnn1CCC(=O)O | -6.8% | 8.0% | 0.1% | 4.9% | 0.4% | -3.1% | 0.6% | 0.8% | 7.5%
Cc1cc(O)c(-c2cc(C(=O)NCc3ccc4c(c3)OCO4)[nH]n2)cc1C | -7.3% | -2.4% | 0.5% | 1.0% | -0.6% | -36.0% | 0.3% | -4.4% | 1.7% | NS5 inhibitors pilot replicate=-6.7
O=C(NC1=NCCS1)c1ccc(Cl)c(S(=O)(=O)N2CCCCCC2)c1 | -16.4% | -2.2% | 0.8% | 3.9% | 0.0% | -26.5% | -0.7% | -0.8% | 4.3%
O=C(CCc1nnc(-c2ccc(-c3ccccc3)cc2)o1)N1CCCCC1 | nt | 8.3% | -1.5% | 0.3% | -0.3% | -0.2% | 0.1% | -3.1% | 14.7%

Bioassay records from PubChem BioAssay.

An excerpt. The share of hits here may be higher or lower than overall.
